Compound activity as filed in PubChem BioAssay.
NCI-60 one-dose screen, 48 h, at 10 µM unless noted. Numbers give growth in % (100 = growth as untreated, 0 = no growth, -100 = all killed).
A549/ATCC – A549/ATCC NSCLC | 3.7% of 81,000 active
SK-MEL-28 – SK-MEL-28 melanoma. 4.1% of 81,000 active
HOP-92 – HOP-92 NSCLC cells. 6.3% of 71,000 active. AID 1794738
UACC-62 – UACC-62 melanoma | AID 1794756 | 5.4% of 81,000 active
UACC-257 – UACC-257 melanoma. 4.4% of 78,000 active. AID 1794764
EKVX – EKVX NSCLC | 3% of 71,000 active
SK-MEL-5 – SK-MEL-5 melanoma | 6.4% of 80,000 active
M14 – M14 melanoma; 6.2% of 80,000 active; AID 1794745
Starred values were filed as active, the others as inactive; / = not tested or not shown; & = joins results of further samples; [ ] = dose if it differs, or a comment. The calls were made as follows: active = growth percent below 10; inactive = the rest.

SMILES | A549/ATCC | SK-MEL-28 | HOP-92 | UACC-62 | UACC-257 | EKVX | SK-MEL-5 | M14
O=[N+]([O-])c1ccc(C2N(Cc3ccc(Cl)cc3)CCN2Cc2ccc(Cl)cc2)cc1 | 96 | 96 | -1.9* | 102 | 92 | / | 89 | 86
Cc1cc([N+](=O)[O-])cc(Cl)c1O | 104 | 106 | 95 | 109 | 98 | / | 103 | 108
NC(CO)C(=O)O (stereo not drawn) | 105 | 108 | 97 | 122 | 107 | / | / | 105
COc1cc(-c2nc(SCCC(C)C)nc(Nc3ccc(S(N)(=O)=O)cc3)c2C#N)cc(OC)c1OC | 26 | 59 | 2.4* | 46 | 46 | 45 | 37 | 21
O=C(C(=O)N1CCCC1)c1ccc(OC2OC(COCc3ccccc3)C(OCc3ccccc3)C(OCc3ccccc3)C2OCc2ccccc2)cc1 (stereo not drawn) | 96 | / | / | 80 | 111 | 95 | 101 | 94
CC1(C)CC(=O)c2cc3c(N)c(C(=O)Nc4ccc(Cl)cc4)sc3nc2C1 | 98 | 118 | / | 105 | 91 | 93 | 96 | 107
c1ccc(-c2nn[nH]n2)c(-c2ccc(CN3CCN(c4nsc5ccccc45)CC3)cc2)c1 | 99 | 113 | / | 91 | 100 | 106 | 97 | 108
COc1ccc(-n2ncc3c4[nH]c(=O)c(S(=O)(=O)c5ccccc5)cc4ccc32)cc1 | 98 | 109 | 92 | 99 | 92 | / | 102 | 98
CCc1nc2cc(Cl)ccc2c(=O)n1-c1c(CC(=O)O)cnn1C | 100 | 120 | 98 | 97 | 104 | 106 | 97 | 96
Cc1cc(N2CCN(C)CC2)nc(NCc2cc(Nc3ccnc4cc(Cl)ccc34)ccc2F)n1 | -17* | -75* | 5.1* | -59* | -74* | 27 | -98* | -65*
Cc1ccc(C[n+]2cc([O-])on2)cc1C | 98 | 105 | / | 95 | 103 | 96 | 100 | 100
CC1=C2C(c3ccccc3)=NCCC2NC(=O)N1 (stereo not drawn) | 100 | 110 | 97 | 76 | 96 | 34 | / | 95
Cc1c(C(=O)NCCCC(=O)NO)sc2ncnc(Nc3ccc(F)c(Cl)c3)c12 | 94 | 111 | 119 | 94 | 103 | 94 | 100 | 103
CCCCCCCCCCCCNC(=O)N1C(=O)CCN1C | 81 | 106 | 84 | 80 | 76 | 98 | 94 | 105
C=C1C(=O)OCC1C(=O)O (stereo not drawn) | 98 | 102 | 113 | 91 | 95 | 106 | 101 | 113
O=C1Nc2ccccc2/C1=C/C(=O)c1ccc(N2CCCCC2)cc1 | 95 | 105 | 57 | 69 | 98 | 106 | 93 | 107
CCC(CCNc1cc(OC)cc2cccnc12)CN1C(=O)c2ccccc2C1=O (stereo not drawn) | 105 | 117 | 93 | 98 | 119 | 96 | 105 | 117
Nc1ccc2ccccc2c1S(=O)(=O)O | 95 | 149 | 103 | 99 | 105 | 123 | 116 | 98
COc1ccc(NC(=O)c2sc3nc4c(cc3c2N)CCCC4)cc1 | 30 | 62 | 47 | 43 | 53 | 44 | 5.0* | 18
CCCCCCCCCCCC1=NCCCN1CCCC | 98 | 103 | 75 | 97 | 92 | / | 96 | 100
COc1ccc(C(=O)/C=N/O)cc1 | / | 110 | 100 | 105 | / | / | 106 | 106
CN1CCN(C(=O)OCCOCCOC(=O)N2CCN(C)CC2)CC1 | 104 | 105 | / | 102 | 94 | 100 | 104 | 103
Nc1n[nH]c2cccc(C#Cc3cccc(NC(=O)c4ccc(N5CCOCC5)c(C(F)(F)F)c4)c3)c12 | 13 | 8.6* | -47* | -5.9* | 18 | 18 | 23 | 3.7*
C#CCOc1cc(C)c(C)cc1C(=O)c1cc(-c2ccc(OC)cc2)c(=O)n(CC#C)c1 | 88 | 108 | 72 | 87 | 105 | 79 | 90 | 112
COc1ccc(NC(=O)C2=C(C)Nc3ncnn3C2c2ccc(C)cc2)cc1 (stereo not drawn) | 100 | 111 | / | 100 | 105 | 91 | 106 | 110
N#C/C(=C\c1ccc(-c2cc(Cl)ccc2Cl)o1)c1nc(-c2ccccc2)cs1 | 98 | 93 | 90 | 85 | 102 | 78 | 100 | 97
CCOC(=O)C(C(=O)OCC)C(C(=O)O)C(C(=O)OCC)C(=O)OCC | 101 | 26 | / | 100 | 97 | / | 106 | 103
COc1ccc(/C(C)=N\NC(N)=O)cc1 | 97 | 111 | 97 | 100 | 84 | 62 | 111 | 103
O=C1CC(NCCc2c[nH]c3ccccc23)C(=O)N1c1ccc2c(c1)OCCO2 (stereo not drawn) | 104 | 101 | / | 104 | 109 | / | / | 107
CC1CCC2(C)OC1OC2CN (stereo not drawn) | 90 | 119 | 103 | 101 | 100 | 112 | / | 107
CCCCOC(=O)CCSC1=C(C)C(=O)c2ccccc2C1=O | 101 | 120 | 81 | 90 | 102 | 87 | 98 | 99
COc1ccc2[nH]cc(-c3cc(-c4cc(OC)c(OC)c(OC)c4)nc(N)c3C#N)c2c1 | 71 | 89 | 64 | 75 | 93 | 91 | 86 | 74
COc1cc(C2CC(c3ccc(Nc4nc(NCCO)nc(N5CCOCC5)n4)cc3)=Nc3c(N)nc(N)nc3N2)cc(OC)c1OC (stereo not drawn) | 104 | 102 | / | 93 | 107 | 104 | 92 | 104
C=CCn1c(SCC(=O)Nc2ccc(OC)cc2)nnc1-c1ccc(OC)cc1 | 103 | 98 | 80 | 90 | 99 | 94 | 95 | 90
NS(=O)(=O)Oc1ccc(NC(=O)C23CC4CC(CC(C4)C2)C3)cc1Cl | 94 | 104 | 88 | 87 | 90 | 93 | 91 | 97
Cc1ccc(C)c(S(=O)(=O)N2CCN(S(=O)(=O)c3cc(C)ccc3C)CC2)c1 | 83 | 116 | 88 | 106 | 110 | 97 | 102 | 94

9 structures already listed, sorted by molar mass, rising.
SMILES | A549/ATCC | SK-MEL-28 | HOP-92 | UACC-62 | UACC-257 | EKVX | SK-MEL-5 | M14
CC1CCC2(C)OC1OC2CN (stereo not drawn) | 90 | 119 | 103 | 101 | 100 | 112 | / | 107
COc1ccc(/C(C)=N\NC(N)=O)cc1 | 97 | 111 | 97 | 100 | 84 | 62 | 111 | 103
CCCCOC(=O)CCSC1=C(C)C(=O)c2ccccc2C1=O | 101 | 120 | 81 | 90 | 102 | 87 | 98 | 99
COc1ccc(NC(=O)C2=C(C)Nc3ncnn3C2c2ccc(C)cc2)cc1 (stereo not drawn) | 100 | 111 | / | 100 | 105 | 91 | 106 | 110
CCOC(=O)C(C(=O)OCC)C(C(=O)O)C(C(=O)OCC)C(=O)OCC | 101 | 26 | / | 100 | 97 | / | 106 | 103
O=C1CC(NCCc2c[nH]c3ccccc23)C(=O)N1c1ccc2c(c1)OCCO2 (stereo not drawn) | 104 | 101 | / | 104 | 109 | / | / | 107
C=CCn1c(SCC(=O)Nc2ccc(OC)cc2)nnc1-c1ccc(OC)cc1 | 103 | 98 | 80 | 90 | 99 | 94 | 95 | 90
Cc1ccc(C)c(S(=O)(=O)N2CCN(S(=O)(=O)c3cc(C)ccc3C)CC2)c1 | 83 | 116 | 88 | 106 | 110 | 97 | 102 | 94
COc1cc(C2CC(c3ccc(Nc4nc(NCCO)nc(N5CCOCC5)n4)cc3)=Nc3c(N)nc(N)nc3N2)cc(OC)c1OC (stereo not drawn) | 104 | 102 | / | 93 | 107 | 104 | 92 | 104

Next records follow.
SMILES | A549/ATCC | SK-MEL-28 | HOP-92 | UACC-62 | UACC-257 | EKVX | SK-MEL-5 | M14
C[C@H]1[C@H](C)CC[C@]2(CO)CC[C@]3(C)C(=CC[C@@H]4[C@@]5(C)CCCN(C(=O)OC(C)(C)C)C(C)(C)[C@@H]5CC[C@]43C)[C@H]12 | 99 | 100 | 97 | 76 | 101 | 97 | 97 | 96
COc1cccc(-n2cc(C#N)c(N)c2C(=O)c2ccc(Br)cc2)c1 | 90 | 103 | 89 | 85 | 93 | 95 | 94 | 87
CCCCCCCCSc1ncnc2nc[nH]c12 | 89 | 96 | 49 | / | 55 | 61 | 54 | 81
O=S(c1ccccc1)C(c1ccccc1)c1ccccc1 (stereo not drawn) | 91 | 113 | 83 | 80 | 93 | 111 | 99 | 83
COc1ccc(/C=C/C#N)cc1 | 110&104 | 115&109 | 108 | 95&108 | 115&98 | 105 | 101&104 | 112&104
Cc1cc(Nc2ccc(Cl)c(Cl)c2)nc(N)n1 | 72 | 101 | 98 | 89 | 77 | 55 | 84 | 92
CCCCOc1nc2c(C)cccc2cc1C(c1cn(CCCC)c2ccccc12)c1cn(CCCC)c2ccccc12 | 108 | 111 | / | 87 | 99 | 109 | / | /
Cc1ccc(C(=O)Nc2ccc(N3CCOCC3)cc2)cc1Nc1ncnc2nc[nH]c12 | 100 | 101 | 86 | 94 | 100 | 86 | 93 | 99
C1=C(c2ccc(-c3ccccc3)cc2)CCCC1 | 111 | 106 | 79 | 87 | 118 | 89 | 101 | 92
Oc1[nH]c2cc(Cl)ccc2c1/C=c1/ccc2c(c1)N=C(c1ccc(C(F)(F)F)cc1)N=2 | 89 | 96 | / | 97 | 94 | 100 | 101 | 114
CN(C)C(=S)N/N=C\C=N/NC(=S)N(C)C | 40 | / | / | 73 | 33 | 39 | 65 | 48
COc1c(C)c2c(c(O)c1C/C=C(\C)CCC(=O)O)C(=O)OC2 | 12 | 31 | 74 | 42 | 13 | 48 | 24 | 20
O=C(COc1ccc(-c2nc3ccccc3[nH]2)cc1)N=Nc1c(O)[nH]c2ccc([N+](=O)[O-])cc12 | 99 | 102 | 99 | 97 | 100 | 96 | 100 | 98
CC(C(=O)c1ccccc1)C1(O)C(=O)Nc2ccc(Cl)cc21 (stereo not drawn) | 86 | 110 | 95 | 102 | 83 | 71 | 99 | 101
CCOC(=O)c1c(CN2CCCC2)nc2ccc(Cl)cc2c1-c1ccccc1 | 86 | 104 | 40 | 103 | 89 | 94 | 91 | 102
CCOC(=O)C1=C(N)N(c2ccccc2)C2=C(C(=O)CC(C)(C)C2)C1c1ccc(F)cc1 (stereo not drawn) | 104 | 102 | 98 | 97 | 109 | 99 | 101 | 98
COc1ccc(C(C#N)NCCCCCCNC(C#N)c2ccc(OC)cc2)cc1 (stereo not drawn) | 85 | 104 | 95 | 97 | 94 | 101 | 104 | 100
COc1ccccc1C(C[N+](=O)[O-])c1c(-c2ccccc2)[nH]c2cc(C)ccc12 (stereo not drawn) | 62 | 79 | 64 | 44 | 83 | 72 | 75 | 46
COc1cc(CNC(=O)CSc2nc3ccccc3c(=O)n2Cc2cc(OC)c(OC)c(OC)c2)cc(OC)c1OC | 97 | 102 | 106 | 87 | 94 | / | 94 | 97
CNC(=O)c1cc(N2CCc3c2ccc(NC(=O)Nc2ccc(N4CCOCC4)c(C(F)(F)F)c2)c3F)ccn1 | 98 | 99 | 104 | 85 | 98 | 106 | 91 | /
CC(=O)Nc1ccc2c(c1)-c1ccc(F)cc1C2 | 95 | 111 | / | 103 | 112 | 107 | / | 100
N#Cc1c(N=Cc2ccccc2)n[nH]c1Nc1ccccc1 | 110 | 107 | 99 | 97 | 119 | 98 | / | 104
CCCCCCCC/C=C\CCCCCCCC(=O)Oc1c(Cl)cc(Cl)cc1[N+](=O)[O-] | 114 | 116 | 159 | 113 | 118 | 105 | 115 | 96
CN1CCC(OC(c2ccccc2)c2ccccc2)CC1 | 101 | 102&111 | 83&54 | 93&98 | 95&109 | 100&80 | 105&89 | 109&94
O=C(Cc1ccccc1)NNc1nc(Cl)nc(Cl)n1 | 111 | 107 | 99 | 103 | 110 | 103 | 97 | 105
O=[N+]([O-])c1ccc(-c2nnc(SCc3ccc(O)c4ncccc34)n2-c2ccccc2)cc1 | 22 | 43 | -24* | 28 | 42 | 41 | 1.1* | 24
COc1cc(-c2cc(-c3ccc(Br)cc3)c(C#N)c(N)n2)cc(OC)c1OC | 99 | 104 | 97 | 97 | 99 | 100 | 99 | 102
Nc1nc(Nc2ccccc2SSc2ccccc2Nc2nc(N)nc(-c3ccncc3)n2)nc(-c2ccncc2)n1 | 90 | 97 | 72 | 97 | 119 | 64 | 98 | 117
COC[C@@H](C)n1c(C2CCOCC2)nc2c1C1C=C(OC)C(c3c(C)noc3C)=CC1N=C2 (stereo partly drawn) | 43 | 65 | 11 | 19 | 41 | 57 | 39 | 42
CCOC(=O)C1CSC(c2ccc(F)cc2)=N1 (stereo not drawn) | 92 | 104 | 93 | 94 | 93 | 96 | 97 | 106
CN=C(N)N/N=C(\c1ccccc1)c1ccc(Br)cc1 | 9.5* | 48 | 32 | 34 | 47 | / | -37* | -13*
COc1ccc(C/C(C)=C(/c2ccc(OCCN3CCOCC3)cc2)c2ccc(OC(=O)c3ccccc3)cc2)cc1 | 93 | 99 | 95 | 100 | 101 | 99 | 103 | 109
CC(C)NC(=O)c1cc(-c2ccc(NC(=O)Nc3cc(C(F)(F)F)cc(C(F)(F)F)c3)cc2)nc2cccnc12 | 89[8.25 µM] | 101[8.25 µM] | 84[8.25 µM] | 92[8.25 µM] | 96[8.25 µM] | 94[8.25 µM] | 96[8.25 µM] | 94[8.25 µM]
O=NOCc1ccccc1 | 99 | 103 | 84 | 105 | 106 | 110 | 101 | 106
O=C(Cc1ccc(/C=C/C(=O)c2ncc[nH]2)cc1)Nc1ccc(S(F)(F)(F)(F)F)cc1 | 77 | 100 | 97 | 87 | 103 | 97 | 98 | 68
c1ccc(Cn2cc3c(c2-c2ccccc2)CCc2cnc(Nc4ccccc4)nc2-3)cc1 | 77 | 93 | 86 | 61 | 85 | 75 | 76 | 92
CCN1C(=O)N(CC)C2NN3C(=O)C=C(c4ccccc4)SC3=NC21 (stereo not drawn) | 86 | 103 | 72 | 93 | 112 | 87 | 78 | 105
CC(=O)C1CCC2C3CCC4CC(=O)CCC4(C)C3C=CC12C (stereo not drawn) | / | 110 | 75 | 91 | 97 | / | 86 | 101
COc1ccc(N2C(=O)c3ccccc3[C@@H](C(=O)O)[C@@H]2c2ccccc2)cc1 | 106 | 98 | 85 | / | 100 | 96 | 98 | 93
